# POLI inh: DNA polymerase iota (human) inhibition | Q9UNA4 | Pol iota fluorescent replication assay, 10 min | Potency, µM (top dose mostly 115 µM), for the others: at the top dose activity, negative = inhibition, usual class: inhibitors | actives 1% (n = 390,000) | AID 588590
#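 Pol iota at 10 nM preincubated 15 min with compounds at room temperature; reaction started with fluorescent substrate, 50 nM final. Fluorescence read kinetically at 0 and 10 min; buffer-only wells as negative control.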
# G9a inh: G9a (human) methyltransferase inhibition | Q96KQ7 | G9a H3K9 monomethylation, AlphaScreen, 2 h | Potency, µM (titrated, usually from 102 µM), without a hit: at the top dose activity, negative = inhibition, actives largely listed as inhibitors | actives 8.8% (n = 350,000) | AID 504332; also: % is scaled to controls: 0 for no effect and ±100 for the full control effect; nearly all actives have a fitted effect of over 75% in size
#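 Signal arises when biotinylated H3K9 peptide, once monomethylated, bridges streptavidin donor and antibody-captured acceptor beads. Enzyme at 20 nM was preincubated 15 min with test compounds; peptide 500 nM and SAM 20 uM then reacted for 2 h.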
# BAZ2B block: blocks human BAZ2B; Q9UIF8; AlphaScreen BAZ2B-H3K14Ac peptide displacement; Potency, µM (top dose mostly 114 µM), for inactives: top-dose activity change, negative = inhibition, most hits filed as inhibitors; actives 4.4% (n = 360,000); AID 504333; also: % is scaled to controls: 0 for no effect and ±100 for the full control effect; nearly all actives have a fitted effect of over 60% in size
#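 AlphaScreen displacement: compounds (up to 110uM) incubated 30 min at room temperature with a preformed 50 nM BAZ2B/50 nM biotinylated H3K14Ac peptide complex in PBS pH 7.4 with Tween-20. Donor and acceptor beads at 10 ug/mL final added, 20 min light-protected before reading.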
# APE1 inh: blocks human APE1 abasic DNA cleavage. recombinant APE1, TAMRA/BHQ-2 abasic DNA cleavage fluorescence. P27695. Potency, µM (highest dose often 65.8 µM), inactives show top-dose activity change, negative = inhibition, hits mostly inhibitors. actives 0.35% (n = 350,000);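 also: plate controls were vehicle for no effect and reference inhibitor for full effect; nearly all actives have a fitted effect of over 55% in size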
#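 Step 1: APE1 (0.75 nM) with compound, 15 min RT. Step 2: add 50 nM fluorophore/quencher THF duplex. Step 3: three fluorescence reads 60 s apart (525/598 nm); read 3 minus read 1 = reaction progress.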
# BLM inh: Bloom syndrome helicase (human) inhibition | recombinant BLM DNA unwinding, fluorescence dequenching | actives 0.2% (n = 350,000) | AID 2528 | Potency, µM (doses to about 56.1 µM), for the others: at the highest dose activity change, negative = inhibition, hits mostly inhibitors;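 also: plate controls were vehicle for no effect and no enzyme for full effect; nearly all actives have a fitted effect of over 35% in size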
# JMJD2A Tudor inh: inhibitors of human JMJD2A Tudor domain; Potency, µM (doses to about 114 µM), for the others: at the highest dose activity change, negative = inhibition, usual class: inhibitors; AlphaScreen JMJD2A-Tudor / H3K4me3 peptide binding; actives 4.4% (n = 390,000); also: % is scaled to controls: 0 for no effect and ±100 for the full control effect; nearly all actives have a fitted effect of over 50% in size
# Target sequence (O75164 whole entry, looked up, the tested form may be a part): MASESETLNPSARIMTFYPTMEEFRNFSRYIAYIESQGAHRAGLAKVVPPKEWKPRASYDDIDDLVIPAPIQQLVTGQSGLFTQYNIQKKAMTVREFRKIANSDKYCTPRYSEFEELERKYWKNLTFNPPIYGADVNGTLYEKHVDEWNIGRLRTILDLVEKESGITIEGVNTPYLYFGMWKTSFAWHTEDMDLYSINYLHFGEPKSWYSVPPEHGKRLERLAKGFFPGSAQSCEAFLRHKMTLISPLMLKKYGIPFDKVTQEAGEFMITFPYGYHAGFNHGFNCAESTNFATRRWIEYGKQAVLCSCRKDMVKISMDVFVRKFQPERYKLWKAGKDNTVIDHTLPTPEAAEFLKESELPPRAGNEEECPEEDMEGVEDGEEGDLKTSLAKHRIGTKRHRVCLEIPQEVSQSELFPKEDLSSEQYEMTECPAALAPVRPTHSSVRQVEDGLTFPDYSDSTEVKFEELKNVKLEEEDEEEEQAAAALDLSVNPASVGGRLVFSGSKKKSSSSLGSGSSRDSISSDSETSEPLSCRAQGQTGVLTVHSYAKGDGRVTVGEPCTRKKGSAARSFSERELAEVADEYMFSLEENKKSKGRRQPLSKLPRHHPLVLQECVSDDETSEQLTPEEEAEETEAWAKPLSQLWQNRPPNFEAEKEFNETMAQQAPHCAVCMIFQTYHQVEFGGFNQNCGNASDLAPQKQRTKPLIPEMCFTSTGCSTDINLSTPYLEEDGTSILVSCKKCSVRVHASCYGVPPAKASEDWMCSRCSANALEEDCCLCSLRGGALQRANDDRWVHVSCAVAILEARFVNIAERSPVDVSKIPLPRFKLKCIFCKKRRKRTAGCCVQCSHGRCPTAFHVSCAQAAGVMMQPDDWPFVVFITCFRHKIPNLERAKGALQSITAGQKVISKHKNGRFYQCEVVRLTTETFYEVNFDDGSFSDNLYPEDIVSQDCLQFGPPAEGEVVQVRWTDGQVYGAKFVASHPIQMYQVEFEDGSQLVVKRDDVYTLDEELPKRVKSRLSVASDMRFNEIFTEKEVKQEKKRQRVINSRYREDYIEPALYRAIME
# POLK inh: blocks human DNA polymerase kappa activity | Q9UBT6 | AID 588579 | actives 0.53% (n = 400,000) | Potency, µM (highest dose often 107 µM), without a hit: at the top dose activity, negative = inhibition, usual class: inhibitors | purified Pol kappa, fluorescent DNA synthesis assay, 10 min; also: % is scaled to controls: 0 for no effect and ±100 for the full control effect
#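 Pol kappa 10 nM + cpd, 15 min RT; start w/ substrate 50 nM final; fluorescence kinetic read, 0 and 10 min. Neg ctrl: buffer, no enzyme.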
# POLH inh: blocks human DNA polymerase eta activity | Q9Y253 | recombinant Pol eta, fluorescent DNA replication assay | Potency, µM (titrated, usually from 114 µM), inactives show at the top dose activity change, negative = inhibition, usual class: inhibitors | actives 1.2% (n = 390,000) | AID 588591; also: % is scaled to controls: 0 for no effect and ±100 for the full control effect
#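 Fluorescent replication assay: 50 nM final substrate added after a 15 min room-temperature compound preincubation with 10 nM enzyme. Signal taken at 0 min and again at 10 min.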
# POLB inh: blocks human DNA polymerase beta activity | P06746 | Pol beta primer extension/strand displacement, fluorescence kinetic | Potency, µM (highest dose often 114 µM), inactives show at the highest dose activity change, negative = inhibition, actives largely listed as inhibitors | actives 1.3% (n = 340,000); also: % is scaled to controls: 0 for no effect and ±100 for the full control effect
#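 10 nM enzyme + cpd, 15 min RT; start with substrate 50 nM final; read 0 min and after 10 min RT. Corrected, normalized data; 4-parameter Hill curve fit.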
# * marks the source's active call; other numbers are inactive results; ? = inconclusive; . = no result given; & = joins results of further samples; [ ] = remark or other dose. Calls follow the shape of the dose curve; as a rule, active = well fitted curve in the direction sought with a large enough effect; inconclusive = small, poorly fitted or top-dose-only effect, or another doubt; inactive = no such curve, though single readings can be large; an effect the other way counts as inactive or inconclusive. Potency is read from the fitted curve at half-maximal effect. Some of the compounds tested, so the mix of outcomes need not match the whole.
SMILES,POLI inh,G9a inh,BAZ2B block,APE1 inh,BLM inh,JMJD2A Tudor inh,POLK inh,POLH inh,POLB inh
CCOc1cc(N2CCOCC2)c(OCC)cc1NC(=O)CN1C(=O)C2C3C=CC(C3)C2C1=O (stereo unspecified),-6%,-3%,-21%,2%,-3%,-17%,-3%,1%,6%
O=C(O)[C@H]1CC=C[C@H]2CCN(Cc3ccc(Cl)c(Cl)c3)C(=O)[C@@H]12,-17%,6%,.,-8%&6%,2%[75.6 µM],-15%,-11%&-17%,-2%,.
CN1CCN(C(=O)c2ccc(CN(c3ccccc3)S(=O)(=O)c3ccccc3)cc2)CC1,40%[activator],0%[0.501 µM],3%,19%,-2%,-23%,-2%,-13%,15%
O=C(CCCn1c(=S)[nH]c2ccsc2c1=O)NC1CCCCC1,12%,.,-4%,-14%,-1%,-13%,2%,-13%,-1%
CCOc1cc2[nH]c(=O)n(Cc3ccccc3)c(=O)c2cc1OCC,16%,5%,-9%,-1%,-3%,19%,-6%,11%,3%
CN1CCN(Cc2c(O)ccc3c2oc(=O)c2ccccc23)CC1,2%,-28%[2.33 µM],?,4%,82%[activator],?,-10%,1%,2%
COc1ccc(N2C(=O)CSC23C(=O)N2CCCc4cccc3c42)cc1 (stereo unspecified),-12%,-41%,-8%,17%,-1%,-10%,3%,-12%,9%
CC(=O)c1sc2nc(-c3ccccc3)cc(C)c2c1N,3%,22%,10%,13%,-5%,-6%,-9%,1%,-19%
c1ccc2cc(N3CCCCC3)ccc2c1,33%[activator],.,.,.,.,-30%,7%,-20%,.
Cc1ccc(S(=O)(=O)N(C)/N=C/c2ccc(N(C)C)cc2)cc1,71%[activator],18µM*,25µM*,0%,-9%,22µM*,-5%,-20%,1%
CC(=O)N1CCN(S(=O)(=O)c2cccc(C(=O)Nc3ccc(F)c(F)c3)c2)CC1,?,-15%,1%,8%,-3%,-1%,?,-98%,8%
Cc1ccc(S(=O)(=O)ON=C2CCN(S(=O)(=O)c3ccccc3)CC2)cc1,-12%,26%[59 µM],?,-1%,-6%,-22%,-5%,9%,12%
COC(=S)Nc1cccc(C(F)(F)F)c1,10%,.,-9%,-5%,-6%,5%,-2%,-14%,13%
CCOC(=O)C1=C(c2ccccc2)c2ccccc2OC1C(=O)OCC (stereo unspecified),17%,95%[activator],.,5%&-8%,-9%[75.6 µM],68%[activator],-2%&-13%,-16%,.
CC(=O)c1ccc(OCCCC(=O)OCC(=O)N2CCN(S(=O)(=O)c3ccc(C)cc3C)CC2)cc1,22%,.,.,.,.,-16%,-16%,-27%,.
CC1CC(C)(C)NC(=S)S1 (stereo unspecified),?,8.9µM*,7%,3%,-2%,-13%,-3%,12%,21%
O=C(NCC(=O)N(c1ccccc1)C(C(=O)NC1CCCC1)c1ccncc1)c1ccco1 (stereo unspecified),64%[activator],.,.,.,.,-2%,-2%,-8%,.
COc1ccc(S(=O)(=O)n2nc(OC(=O)c3cccs3)cc2NC(=O)c2cccs2)cc1,-3%,-13%[59 µM],-4%,21%,-3%,-10%,8%,-11%,29%
CCC1CCCCN1C(=O)CCn1ccnc1 (stereo unspecified),-1%,7%[12.7 µM],-15%,2%,-9%,-2%,-11%,6%,-1%
COc1ccc(-c2nc(SCc3cc(=O)c4cc(C)ccc4[nH]3)n[nH]2)cc1,-8%,-41%[59 µM],0%,.,5%,-33%,-3%[60.1 µM],.,27%
COc1ccc(C)cc1S(=O)(=O)N(CC(=O)Nc1cc([N+](=O)[O-])ccc1C)c1ccc(C)c(C)c1,6%,10%[59 µM],-7%,0%,-4%,-20%,-11%,-15%,37%
NC(=O)CSc1nc2c(oc3ccccc32)c(=O)n1-c1ccccc1F,29%,9%[59 µM],5%,.,0%,8%,0%,-14%,3%
COC(=O)c1cccc(OC(N)=O)c1,12%,7%,-3%,3%,0%,-14%,0%,3%,-15%
CCOC(=O)Cc1csc(NC(NC(=O)OCC)(C(F)(F)F)C(F)(F)F)n1,58%[activator],10%,8%,0%,0%,7%,-4%,-13%,3%
CCc1nc(=O)c(-c2ccccc2)c(C)n1-c1ccccc1,-4%,?,3%,45%,-1%,-3%,-4%,3%,5%
O=C(O)c1ccc([N+](=O)[O-])c2c1C(=O)c1ccccc1C2=O,-21%,.,.,.,.,-26%,-2%,-5%,.
COc1ccc(Nc2cc(Cl)nc(N)n2)cc1OC,52%[activator],?,-20%,-11%,-3%,-16%,-16%,-24%,0%
O=C(/C=C/c1cccc([N+](=O)[O-])c1)NC(=S)Nc1ccccc1C(=O)O,.,45µM*,-23%,-1%,-14%,.,.,.,4%
CC(=O)Nc1cc(C(=O)c2ccccc2)ccc1N1CCOCC1,11%,9%[59 µM],5%,0%,3%,-13%[57.1 µM],-18%,-1%,?
O=C(c1ccco1)N1CCC[C@@]2(CCN(c3cccc(-c4ccccc4)c3)C2)C1,.,-7%[12.7 µM],.,-5%,-8%,.,2%[60.1 µM],.,.
Cc1ccc2cc(C(c3nnnn3C(C)(C)C)N3CCCC3)c(=O)[nH]c2c1C (stereo unspecified),.,32µM*,-29%,18%,0%,.,.,.,41%
CC1(C)CC(=O)C2=C(C1)OC(/N=C/N1CCOCC1)=C(C#N)C2c1ccccc1 (stereo unspecified),22%,?,-37%,-2%,-1%,-21%,-16%,-11%,8%
COC(=O)c1c[nH]n2c(=O)cc(CCl)nc12,?,19%[59 µM],?,1%,1%,79µM*,-26%,?,-30%
Cc1ccc(NC2c3ncccc3C(=O)N2C2CCCCC2)cc1 (stereo unspecified),38%[activator],-2%,-27%,-1%,-11%,-21%,-4%,-10%,43%
CCOc1ccccc1OCC(=O)Nc1ccc(N2CCOCC2)cc1N1CCOCC1,37%[activator],56µM*,-35%,0%,.,?,-9%,-4%,.
COc1ccc2c(C)cc(C)nc2n1,23%,12%[12.7 µM],1%,-5%,3%,1%,6%,2%,-2%
CC(Oc1cccc(Br)c1)C(=O)N1CCCN(C)CC1 (stereo unspecified),-1%,0%,8%,90%[activator],-3%,-8%,-7%,-18%,-1%
O=S(=O)(Nc1ccc(N2CCOCC2)cc1)c1ccc(F)cc1F,48%[activator],-3%,-3%,0%,-1%,-18%,-18%,-10%,7%
CNc1c(NC(=O)c2ccc3c(c2)OCO3)c(=O)oc2ccccc12,-9%,40%[59 µM],1%,-8%,-1%,-13%,-16%,4%,28%
O=C(CCC1N=C2c3ccccc3N=C(SCc3ccc(Cl)cc3)N2C1=O)NCc1cccs1 (stereo unspecified),11%,0%[59 µM],0%,.,-8%,-9%,-8%[60.1 µM],-12%,6%
COc1ccc2ccccc2c1/C=N/NC(=O)c1cc(C)[nH]n1,21%,13%,-26%,33%,-7%,-2%,11%,-9%,-18%
Cc1ccc(-c2c3c(=O)n(C)c(=O)n(C)c3cn2-c2ccccc2O)cc1,25%,32µM*,7%,-4%,0%,-28%,2%,-12%,-6%
CNC(=S)/N=C/NOCc1ccc(Cl)cc1Cl,30%[activator],32%,-2%,-4%,-8%,16%,-2%,-12%,-1%
O=C(CN1CCCC1)Nc1ccc(S(=O)(=O)N2CCCCC2)cc1,24%,-8%[59 µM],3%,32%[12.4 µM],0%,-3%,9%,-12%,5%
Cc1ccc(NC(=O)Cn2c(=O)n(Cc3nc(-c4ccccc4)no3)c(=O)c3ccccc32)cc1C,11%,?,-15%,.,-2%,-7%,-4%,-5%,18%

# Molecules from the list above that have a CF3 group (2):
SMILES,POLI inh,G9a inh,BAZ2B block,APE1 inh,BLM inh,JMJD2A Tudor inh,POLK inh,POLH inh,POLB inh
COC(=S)Nc1cccc(C(F)(F)F)c1,10%,.,-9%,-5%,-6%,5%,-2%,-14%,13%
CCOC(=O)Cc1csc(NC(NC(=O)OCC)(C(F)(F)F)C(F)(F)F)n1,58%[activator],10%,8%,0%,0%,7%,-4%,-13%,3%

# (further entries)
SMILES,POLI inh,G9a inh,BAZ2B block,APE1 inh,BLM inh,JMJD2A Tudor inh,POLK inh,POLH inh,POLB inh
O=C(CC1SCCNC1=O)Nc1ccc(F)c(Cl)c1 (stereo unspecified),85%[activator],.,-5%,13%,-3%,8%,1%,-5%,60%
CN1CC(=O)Nc2ccc(F)cc2C1=O,-3%,17%[59 µM],?,-5%,1%,-4%,4%,-10%,43%
COc1ccc(NC(=O)c2cn(CC(C)C)c(=O)c3cc(OC)c(OC)cc23)cc1Cl,-3%,-29%[59 µM],1%,.,-4%,-10%,-9%,-12%,31%
O=S(=O)(NC1C2CC3CC(C2)CC1C3)c1ccccc1 (stereo unspecified),-1%,16%[2.33 µM],-3%,14%,.,0%,7%,0%,.
O=C(CCSc1ccc(F)cc1)Nc1ccc(-n2cnnn2)cc1,?,-38%,11%,-1%,4%,8%,4%,-8%,-15%
Cc1nn2c(=O)cc(COC(=O)c3ccc(NC(=O)C(C)(C)C)cc3)nc2s1,25%,10%,-3%,48%[activator],-1%,-21%,10%,-12%,2%
Cc1c(NC(=O)COC(=O)Cc2ccc(F)cc2)c(=O)n(-c2ccccc2)n1C,24%,0%,-4%,5%,.,-18%,-9%,-1%,.
NC(=O)NC(=O)COC(=O)CN1C(=O)C2CCCCC2C1=O (stereo unspecified),35%[activator],15%,-2%,-1%,2%,-6%,-2%,-10%,1%
O=C(CCc1ccccc1)C(=O)N1CCCC(C(=O)c2cccc(Cl)c2)C1 (stereo unspecified),-3%,207%[activator],15%,-7%,-8%,40%[activator],-3%,-9%,21%
CCc1ccccc1NC(=O)CCNS(=O)(=O)c1ccc2c(c1)CCC(=O)N2,31%[activator],21%,-8%,33%,0%,-3%,1%,-10%,22%
CC1=NNC(=O)C1CC(=O)N/N=C/c1ccncc1 (stereo unspecified),49%[activator],-4%[12.7 µM],3%,?,1%,-15%,-7%,-15%,6%
CCC(CC)C(=O)OCC(=O)Nc1ccc(S(=O)(=O)N2CCOCC2)cc1OC,6%,-4%,6%,-7%,-5%,-6%,2%,-17%,3%

# Profiles from above. Order of values: POLI inh | G9a inh | BAZ2B block | APE1 inh | BLM inh | JMJD2A Tudor inh | POLK inh | POLH inh | POLB inh
# Results for O=C(CN1CCCC1)Nc1ccc(S(=O)(=O)N2CCCCC2)cc1 : 24% | -8%[59 µM] | 3% | 32%[12.4 µM] | 0% | -3% | 9% | -12% | 5%
# Results for Cc1ccc(S(=O)(=O)ON=C2CCN(S(=O)(=O)c3ccccc3)CC2)cc1 : -12% | 26%[59 µM] | ? | -1% | -6% | -22% | -5% | 9% | 12%
